CAL PDZ FP-1 – inhibitors of human CAL PDZ peptide binding; inhibition, % at 20 µM; purified CAL PDZ, TMR-peptide fluorescence polarization, 1 h; AID 504414; 0.02% of 330,000 active; Q9HD26;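 active means highest replicate inhibition of at least 40%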;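 further: plate controls were DMSO neutral control wells for no effect and unlabeled competitor peptide control wells for full effect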
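System: tagged CAL PDZ domain. Schedule: 1 h room-temperature incubation prior to read. Signal: fluorescence polarization (mP). Measure: percent inhibition from loss of millipolarization.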
Arrestin-AP2 inh – inhibitors of human beta-arrestin and AP2 interaction | inhibition, % at 10 µM | FITC-arrestin peptide / GST-AP2 beads, flow cytometry; AP2 beta2 appendage carries R879A mutation | AID 504490 | 0.31% of 340,000 active;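 active means inhibition above a set limit, near 3 SD of compounds lacking own fluorescence, cut at about 54% in these data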;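 further: plate controls were DMSO wells for no effect and 5 µM unlabelled arrestin peptide for full effect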
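system = GST-tagged AP2 beta2-adaptin appendage (R879A) on 4 µm glutathione beads | reagent = FITC-labelled arrestin peptide probe, 50 nM final | schedule = compound with beads 12 min RT, then probe 1 h RT | signal = HyperCyt-sampled flow cytometry, FL1 channel, ex 488/em 535 nm | read-out = percent response from loss of bead-bound FITC fluorescence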
RTF Ca sens inh – cardiac RTF calcium desensitization. IANBD-labeled cardiac RTF, Ca2+ fluorescence. inhibition, % at 7.15 µM. 0.12% of 340,000 active. AID 493244;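 active means inhibition above the mean inhibition of all tested compounds plus 3 SD, cut at about 17% in these data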;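 further: assay run at fixed EC70 calcium of 1.6 mM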
NSD2 HMT inh – NSD2 (human) methyltransferase inhibition; O96028; NSD2 peptide methylation, AlphaScreen, 120 min; inhibition, % at 12.5 µM; 0.54% of 310,000 active; in the data active means inhibition above about 50%
V-ATPase pH – yeast V-ATPase proton transport regulation by pHLuorin; S. cerevisiae, pHLuorin cytosolic pH fluorescence; response, % at 10 µM; 0.37% of 350,000 active; AID 504577; in the data active means response mostly above about 7.3%, no sharp cut-off; inactive means mostly below about 5.4%; further: actives read high; inactives centre near 0; some compounds called inactive have numbers as strong as hits; reference of the scale not given here
Pemphigus Ab inh – human desmoglein-3 autoantibody binding inhibition | P32926 | 0.48% of 310,000 active | DSG3-coupled beads, scFv-anti-DSG3-GFP binding, flow cytometry; stronger effect = lower value | AID 588358 | binding (percent of control), % at 10 µM;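 active means binding more than 3 SD below its plate's average and above zero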;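 further: hits lower antibody fragment binding to DSG3; some compounds called inactive have numbers as strong as hits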
Target sequence (P32926 whole entry, looked up, the tested form may be a part): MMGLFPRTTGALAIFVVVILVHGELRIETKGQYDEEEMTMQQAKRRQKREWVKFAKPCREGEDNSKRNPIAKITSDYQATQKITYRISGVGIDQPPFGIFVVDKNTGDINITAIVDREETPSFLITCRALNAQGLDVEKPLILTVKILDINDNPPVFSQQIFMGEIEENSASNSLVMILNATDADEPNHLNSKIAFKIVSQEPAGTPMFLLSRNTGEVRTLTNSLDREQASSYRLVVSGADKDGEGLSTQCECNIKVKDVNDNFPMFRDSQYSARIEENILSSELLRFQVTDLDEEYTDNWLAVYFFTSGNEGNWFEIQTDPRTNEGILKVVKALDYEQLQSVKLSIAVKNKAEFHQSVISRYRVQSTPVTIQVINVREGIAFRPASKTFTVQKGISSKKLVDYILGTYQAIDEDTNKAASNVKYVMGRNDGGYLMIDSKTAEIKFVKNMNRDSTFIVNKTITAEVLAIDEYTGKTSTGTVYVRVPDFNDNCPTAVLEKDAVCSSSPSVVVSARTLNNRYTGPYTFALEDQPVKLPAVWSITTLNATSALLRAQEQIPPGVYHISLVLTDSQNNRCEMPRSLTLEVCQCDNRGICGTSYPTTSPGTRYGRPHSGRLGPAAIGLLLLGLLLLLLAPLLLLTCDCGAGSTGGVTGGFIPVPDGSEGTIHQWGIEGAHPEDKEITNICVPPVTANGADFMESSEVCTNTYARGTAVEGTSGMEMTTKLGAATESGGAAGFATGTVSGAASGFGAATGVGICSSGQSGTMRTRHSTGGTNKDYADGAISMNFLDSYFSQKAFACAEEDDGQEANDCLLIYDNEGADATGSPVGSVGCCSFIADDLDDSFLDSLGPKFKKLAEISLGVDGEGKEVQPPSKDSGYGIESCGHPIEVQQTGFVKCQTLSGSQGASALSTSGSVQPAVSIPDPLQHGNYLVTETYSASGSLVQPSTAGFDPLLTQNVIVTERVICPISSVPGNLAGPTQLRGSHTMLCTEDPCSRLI
CAL PDZ FP-2 – blocks peptide binding to the human CAL PDZ domain | purified CAL PDZ, TMR-peptide fluorescence polarization, 1 h | inhibition, % at 24.9 µM | 0.92% of 300,000 active | AID 602252;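 active means mean inhibition of at least 30% with at least half of replicates also reaching 30%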;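 further: 0% = DMSO neutral control and 100% = excess unlabeled competitor peptide PRC23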
Keap1-Nrf2 PPI – Keap1-Nrf2 (human) interaction inhibition; Q14145; Keap1 Kelch-Nrf2 peptide fluorescence polarization, 1536-well; inhibition, % at 9.4 µM; 0.15% of 340,000 active; in the data active means inhibition above about 12%;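 further: human Keap1 Kelch domain with fluorescein labeled Nrf2 9mer peptide probe; 0% = neutral control wells and 100% = peptide positive control; higher means more block of Keap1 binding to Nrf2 peptide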
DAGLB inh – blocks human DAGLB lipase activity; Q8NCG7; AID 504411; inhibition, % at 5.17 µM; 0.059% of 340,000 active; HEK293T DAGLB membrane lysate, EnzChek fluorogenic substrate; in the data active means inhibition above about 34%;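 further: 0% = enzyme with vehicle and 100% = wells lacking enzyme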
C-LANA FP – blocks KSHV LANA C-terminal domain binding to DNA. MBP-C-LANA/FAM-LBS DNA binding, fluorescence polarization. inhibition, % at 9 µM. 0.078% of 340,000 active;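 active means highest replicate inhibition at or above 60% at 9 µM, even if other replicates fall short; inactive means all replicates below 60% inhibition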;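 further: 0% = neutral control wells and 100% = 4 µM acridine orange control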
* hit, by the source's call; . = not tested or not shown.

Molecule	CAL PDZ FP-1	Arrestin-AP2 inh	RTF Ca sens inh	NSD2 HMT inh	V-ATPase pH	Pemphigus Ab inh	CAL PDZ FP-2	Keap1-Nrf2 PPI	DAGLB inh	C-LANA FP
COc1ccc(C(=O)NNC(=O)CN(C)S(=O)(=O)c2ccc(Cl)cc2)c(OC)c1OC	-2.5	-4.1	-0.8	2.4	1.0	102.1	14.8	-0.8	0.0	0.0
O=C(C(Cc1ccccc1)NS(=O)(=O)c1cccc2cccnc12)N1CCc2ccccc21 (stereo not given)	-0.5	2.0	-3.2	.	3.6	109.3	-0.7	-1.1	-1.4	-0.1
COc1ccc(OC)c(/C=N/NC(=S)NCCc2ccccc2)c1	-0.9	3.2	3.3	-0.2	-2.8	61.8*	8.5	1.7	-3.4	-0.9
O=C(/C=C/c1ccccc1)N1CCN(CC(O)COc2ccccc2)CC1 (stereo not given)	0.0	11.8	1.8	3.1	0.8	101.8	-3.3	-4.0	3.4	-2.4
Cc1cccc(N2CCN(c3ccc(NC(=O)/C=C\C(=O)O)cc3)CC2)c1	0.1	15.9	-15.2	12.5	-1.9	98.2	-1.7	-3.3	17.7	0.1
OCC[C@H]1C[C@H](O)[C@@H](O)[C@]2(Cc3ccccc3O2)O1	-2.2	-6.0	0.1	.	-0.7	101.5	4.2	-6.8	-0.8	-2.5
COc1ccc(/C=C2/N=C3CCCCCN3C2=O)cc1OC	-1.7	0.2	-12.7	-0.4	4.0	106.5	1.6	-2.6	1.2	-1.3
COc1cccc(C(=Cc2ccc([N+](=O)[O-])cc2)C(=O)O)c1	.	.	.	-1.9	0.9	104.9	.	.	-2.4	.
CCN(CC(=O)Nc1cc(Cl)ccc1C)C(=O)c1ccc(=O)n(Cc2ccccc2)n1	-2.3	6.1	-3.4	-0.8	3.1	113.9	-2.8	-2.5	0.5	-0.9
CC1CCN(c2ccccc2N)CC1	0.2	4.8	-4.6	-0.4	-0.5	106.7	-0.7	-2.9	2.3	2.6

Three of the entries above in order of their number in Pemphigus Ab inh, falling:
mol,CAL PDZ FP-1,Arrestin-AP2 inh,NSD2 HMT inh,V-ATPase pH,Pemphigus Ab inh,CAL PDZ FP-2,Keap1-Nrf2 PPI,DAGLB inh,C-LANA FP
COc1ccc(C(=O)NNC(=O)CN(C)S(=O)(=O)c2ccc(Cl)cc2)c(OC)c1OC,-2.5,-4.1,2.4,1.0,102.1,14.8,-0.8,0.0,0.0
OCC[C@H]1C[C@H](O)[C@@H](O)[C@]2(Cc3ccccc3O2)O1,-2.2,-6.0,.,-0.7,101.5,4.2,-6.8,-0.8,-2.5
Cc1cccc(N2CCN(c3ccc(NC(=O)/C=C\C(=O)O)cc3)CC2)c1,0.1,15.9,12.5,-1.9,98.2,-1.7,-3.3,17.7,0.1

Shown as a hit in Pemphigus Ab inh, of those listed so far:
structure,CAL PDZ FP-1,Arrestin-AP2 inh,NSD2 HMT inh,V-ATPase pH,Pemphigus Ab inh,CAL PDZ FP-2,Keap1-Nrf2 PPI,DAGLB inh,C-LANA FP
COc1ccc(OC)c(/C=N/NC(=S)NCCc2ccccc2)c1,-0.9,3.2,-0.2,-2.8,61.8*,8.5,1.7,-3.4,-0.9

Carrying on.
Molecule	CAL PDZ FP-1	Arrestin-AP2 inh	RTF Ca sens inh	NSD2 HMT inh	V-ATPase pH	Pemphigus Ab inh	CAL PDZ FP-2	Keap1-Nrf2 PPI	DAGLB inh	C-LANA FP
Cc1nc(C(F)(F)F)ccc1C(=O)Nc1ccc(C(F)(F)F)cn1	-1.0	7.1	-1.2	-2.8	2.4	111.7	-2.8	-5.7	-4.6	-0.3
Cc1cc(C)n(-c2ccc(C(=O)Nc3cccnc3)cc2)n1	-0.9	-4.5	-1.4	-3.6	-0.8	104.4	.	-1.1	-0.9	0.0
COc1cc(Br)c(C(C)NC(=O)c2cccc(Br)c2)cc1OC (stereo not given)	.	3.3	1.0	-0.8	-3.0	98.4	-2.9	-2.5	-0.1	-3.2
COc1cc(NC(=O)CSc2ccc3c(c2)OCCO3)cc(OC)c1OC	-0.5	-2.4	-1.1	-1.5	3.3	107.1	-2.3	-4.3	0.3	-0.5
Nc1nonc1-n1nnc(C(=O)N/N=C/c2ccc(OCc3cccc(Cl)c3)cc2)c1CN1CCCCC1	-2.9	-8.5	-8.7	-4.8	0.3	92.7	-2.9	3.0	-2.1	0.4
COc1cc(CC(=O)OCC(=O)c2ccc3c(c2)OCCO3)cc(OC)c1OC	-1.1	-19.5	-2.1	-0.3	.	90.2	1.9	-3.6	-4.3	0.5
Cc1c(OC(C)C(=O)NCc2cccnc2)ccc2c3c(c(=O)oc12)CCCC3 (stereo not given)	-2.2	9.8	-12.1	-0.7	-0.7	112.9	1.5	-9.5	-0.7	0.7
CN1CCN(C(=O)c2ccc3c(c2)N(Cc2ccc(Cl)cc2)C(=O)c2ccccc2S3=O)CC1 (stereo not given)	-0.3	6.6	-3.7	.	0.0	113.8	0.8	-2.7	2.7	-3.1
COc1ccc(C2C(C(=O)c3ccc(C)o3)=C(O)C(=O)N2Cc2cccnc2)cc1 (stereo not given)	-2.1	4.4	-2.2	5.4	2.2	.	-1.7	-7.2	-4.7	-0.6
S=C(Nc1ccccc1)Nc1cccc(Br)c1	-1.0	-4.0	-2.7	-0.6	-2.1	104.7	4.3	1.0	0.6	-0.5
COC(=O)C(C(=O)OC)N1C(=O)CCC1=O	-0.8	13.5	0.4	.	1.5	99.3	.	1.3	3.3	1.8
COc1ccc(N2CCN(C(=O)CC(C)S(=O)(=O)c3ccc4c(c3)NC(=O)CO4)CC2)cc1 (stereo not given)	-2.6	9.2	0.7	-0.4	-6.3	.	14.2	-0.6	-3.2	-0.4
CCOC(=O)c1c(NC(=O)COC(=O)c2ccc([N+](=O)[O-])cc2)sc(C(=O)N(C)C)c1C	-1.2	2.6	-0.3	0.4	1.4	96.3	-2.2	2.7	4.0	0.5
Cn1c(CNC(=O)CCNC(=O)c2ccc(Br)cc2)cc(=O)n(C)c1=O	-1.5	28.0	4.4	-5.1	0.5	103.2	-1.4	-1.4	-0.9	0.6
Cc1nc(SCC(=O)NCc2ccccc2)c2oc3ccccc3c2n1	0.8	19.0	-4.8	-4.3	-4.8	96.6	0.6	1.7	-3.8	0.3
Cc1cc(C(F)F)n2ncc(C(=O)O)c2n1	0.2	1.1	-2.6	-0.1	0.9	100.9	4.8	-3.8	-3.4	0.4
Cc1cccc(N=C2NN=C(c3ccccc3F)CS2)c1C	-0.3	5.8	0.5	4.9	0.0	101.0	.	-1.0	-7.3	-0.2
Cc1cc(C)nc(NS(=O)(=O)c2ccc(CC(C)C)cc2)c1	-2.3	32.6	5.0	-2.4	0.5	99.5	2.7	1.3	1.6	2.4
C/C(=N\NC(=O)c1ccncc1)c1cccs1	0.1	4.3	3.8	0.7	-2.8	99.3	-2.5	-6.3	-0.8	-0.8
NS(=O)(=O)c1cccc(Nc2nc3ccccc3nc2NS(=O)(=O)c2ccc(Cl)cc2)c1	0.0	-13.5	5.4	7.5	-1.7	132.6	-4.6	4.5	8.2	3.1
O=C(NCC1CCCO1)c1ccc2c(c1)C(=O)N(c1cccc([N+](=O)[O-])c1)C2=O (stereo not given)	-2.4	13.1	0.8	3.0	2.0	41.1*	-1.5	-5.6	-2.9	-0.6
CCOc1ccc(Cl)cc1/C=N/NC(=O)c1ccccc1	-2.0	26.3	9.1	-1.7	-1.6	105.1	-0.7	1.4	-1.1	3.0
Cc1ccc(-n2nc(C(=O)N3CCOCC3)cc2-c2ccc(Cl)cc2)cc1	-1.1	-5.0	0.1	1.5	-0.4	102.3	-1.0	-4.6	-2.3	-1.3
C/C(=N\N=C(/N)SC1CC(=O)N(c2ccc(Br)cc2)C1=O)c1cccs1 (stereo not given)	-1.6	24.7	1.4	1.1	2.9	97.3	-2.9	-1.1	0.8	0.0
CN1CCN(c2nc3c(c(=O)[nH]c(=O)n3C)n2CCCSc2ncccn2)CC1	-0.7	6.5	-8.8	-1.3	-1.0	92.4	-3.1	0.6	2.1	-0.3
COC(=O)c1sc2ccccc2c1NC(=O)c1coc2ccccc2c1=O	-1.1	9.6	-0.6	9.5	-8.0	75.5	-4.0	-3.8	-0.7	-0.1
COc1ccc(N(CC(=O)N/N=C(\C)c2ccccc2)S(=O)(=O)c2ccccc2)cc1	-0.5	27.5	-1.4	-0.7	-1.3	98.3	-1.9	-2.9	-5.7	0.9
Cc1ccccc1C(=O)NNc1ncnc2c1cnn2C	0.2	-22.5	1.4	-1.1	3.2	101.4	-8.7	1.8	-2.5	1.0
Cc1ccc(C)c(N2CCN(S(=O)(=O)c3c(C)noc3C)CC2)c1	-2.0	-31.6	-7.6	-9.8	-2.4	111.8	-3.0	-3.4	-7.4	-1.2
O=C(OC1CCCCC1=O)c1ccc(F)c(S(=O)(=O)N2CCOCC2)c1 (stereo not given)	0.4	8.7	-6.4	-5.7	-2.2	103.6	-4.0	1.2	-2.2	-1.6
CCOC(=O)C1C(=O)NC(C(=O)OCC)(C(=O)OCC)C1CC (stereo not given)	-0.1	-3.2	1.0	-2.6	2.7	118.9	-2.4	-5.4	-0.7	-1.2
CO[C@H]1O[C@H](C)[C@@H](O)C[C@H]1NC(=O)OCc1ccccc1	.	-2.5	1.5	1.4	-1.2	107.4	-1.0	2.8	3.2	0.9
O=C(O)C1C2CCCCC2=C2CCCCC2C1C(=O)c1ccccc1 (stereo not given)	-1.2	21.7	-4.4	-3.0	-0.1	99.4	-19.3	2.2	1.3	-3.4
O=C(CNCc1ccco1)Nc1cc(S(=O)(=O)N2CCOCC2)ccc1N1CCCC1	-2.3	-7.1	-2.7	0.9	5.3	90.8	0.6	-2.8	1.1	1.7
CN(C)S(=O)(=O)N1CCc2ccccc2C1	-0.9	1.6	-3.4	.	3.1	95.6	-6.4	-5.0	-3.8	-0.2
CC(C)c1ccc(C2CC(=O)N3CN(Cc4ccco4)CSC3=C2C#N)cc1 (stereo not given)	-1.2	25.9	3.8	18.7	1.5	97.7	-3.6	-1.7	5.8	0.1
Cc1ccc(NC(=S)N(Cc2ccco2)C(C)c2cccs2)c(Cl)c1 (stereo not given)	-3.1	-3.0	-1.7	1.4	-1.5	105.7	-1.3	-6.6	-13.8	-0.9
CCOc1ccc(N(CC(=O)NCc2cccs2)S(=O)(=O)c2c(C)noc2C)cc1	-0.1	-1.5	-4.4	.	4.3	108.7	-4.9	0.1	-2.6	-1.5
N#Cc1c(NC(=O)CCCl)sc2c1CCCCC2	-1.7	11.8	-15.1	3.0	-0.9	106.5	-2.3	-2.1	-5.1	0.3
Cc1cc(C(=O)CSc2nnc(-c3cccs3)o2)c(C)n1-c1ccccc1	-0.4	-0.5	-15.5	-2.1	-3.9	102.9	27.7	-1.0	-4.8	-0.8
COCCn1c(=O)[nH]c2cc(C(=O)NCCN3CCN(c4ccccc4F)CC3)ccc2c1=O	-0.4	-11.8	-14.0	-1.0	2.9	.	-12.1	-2.9	0.0	-1.1
Nc1c2c(nc3ccn(Cc4ccccc4)c(=O)c13)CCC2	-2.5	-6.0	-24.0	-0.4	1.2	104.1	-0.5	-1.3	-0.9	-1.4
Cc1ccc(/C=N/n2c(COc3ccccc3)n[nH]c2=S)cc1	-0.8	-5.3	-12.6	9.3	-0.2	99.7	-3.0	-1.9	3.9	-0.4

The list is partial; count on the stated rates, not on these rows.
